High-throughput results from PubChem.
HT1080-NT tox = qHTS for induction of synthetic lethality in tumor cells producing 2HG: qHTS for the HT-1080-NT fibrosarcoma cell line; 360,000 compounds, 1.6% hits; Potency, µM (series often up to 46.1 µM), without a hit: at the top dose activity, negative = less viability, usual class: cytotoxic; HT-1080-NT fibrosarcoma viability, CellTiter-Glo ATP luminescence, 48 h;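 further: NT is the 2HG producing partner of a matched IDH1 knockdown line; potency means the concentration at half of the fitted maximal effect; 0% = DMSO-treated cells and -100% = media-only wells without cells; nearly all actives have a fitted effect of over 55% in size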
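750 cells/well, RPMI + 5% FBS; 2 h settle, compound pin-transfer, 48 h at 37 degrees C. CellTiter-Glo 10 min RT, luminescence. Normalized to DMSO and media-only wells.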
KB-V1 MDR tox = qHTS assay for MDR1-selective chemotherapeutics: Primary screen using the drug-selected MDR subline cells KB-V1. KB-V1 MDR cells viability, CellTiter-Glo, 72 h. Potency, µM (highest dose often 46.1 µM), for inactives: at the highest dose activity change, negative = cytotoxicity, usual class: cytotoxic. 400,000 compounds, 3.4% hits; further: potency means the concentration at half of the fitted maximal effect; on the % scale 0 is the no-effect control and ±100 the full control effect; nearly all actives have a fitted effect of over 60% in size
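Drug-selected KB-V1 cells, grown in DMEM lacking phenol red with 10% FBS, receive compound titrations; after three days at 37 degrees C, surviving cell ATP is quantified by CellTiter-Glo luminescence and responses normalized and curve-fitted.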
IL1B secr inh = qHTS for Inhibitors of Inflammasome Signaling: IL-1-beta AlphaLISA Primary Screen; 360,000 compounds, 4.7% hits; THP-1 LPS/ATP IL-1B secretion, AlphaLISA, 16 h; stronger effect = lower value; activity change, % at 57.5 µM; AID 743279, 2014; in the data active means activity change below about -50%; inconclusive means mostly about -30% to -49%; further: on the % scale 0 is the no-effect control and ±100 the full control effect
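Secreted IL-1B measured by AlphaLISA bead assay after 16 h compound exposure of THP-1 cells; compounds (final up to 57.5 uM) added 1 h before LPS (250 ng/mL) and ATP (1.25 mM) stimulation; lower signal means less secretion.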
MCF10A rereplic = A quantitative high throughput screen for small molecules that induce DNA re-replication in MCF 10a normal breast cells. Potency, µM (doses to about 46.1 µM), inactives show at the highest dose activity, positive = re-replication, hits mostly activators. MCF 10A DNA re-replication, Hoechst nuclear intensity, 48 h. 350,000 compounds, 2.9% hits; further: potency means the concentration at half of the fitted maximal effect; % of control where 0% means no effect; nearly all actives have a fitted effect of over 50% in size
SW480 rerep = A quantitative high throughput screen for small molecules that induce DNA re-replication in SW480 colon adenocarcinoma cells; AID 624297, 2012; SW480 DNA re-replication, Hoechst DNA content imaging, 48 h; Potency, µM (titrated, usually from 46.1 µM), inactives show at the top dose re-replication activation, most hits filed as activators; 340,000 compounds, 1.8% hits; further: potency means the concentration at half of the fitted maximal effect; % of control where 0% means no effect; nearly all actives have a fitted effect of over 55% in size
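Cells (250 per well) received 23 nL compound or DMSO by pin tool and were kept 48 hr at 37 C, 5% CO2. Nuclei were then stained with Hoechst for 40 min and scanned for DNA content.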
ATXN2 expr inh = Primary qHTS for Inhibitors of ATXN expression; HEK-293 ATXN2-luciferase reporter, luminescence, 24 h; 360,000 compounds, 0.72% hits; Potency, µM (doses to about 57 µM), for the others: top-dose activity change, negative = inhibition, most hits filed as inhibitors; further: potency means the concentration at half of the fitted maximal effect; on the % scale 0 is the no-effect control and ±100 the full control effect; nearly all actives have a fitted effect of over 55% in size
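qHTS (up to 57 uM final) was run with 24 h compound exposure of reporter cells at 37 °C. Each well was multiplexed: SteadyGlo luminescence measured ATXN2-luciferase expression after a fluorogenic Gly-Phe-AFC viability readout (25 uM final).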
KB-3-1 tox = qHTS assay for MDR1-selective chemotherapeutics: Primary screen using the parental adenocarcinoma cell KB-3-1 | KB-3-1 viability, CellTiter-Glo ATP luminescence, 72 h | Potency, µM (series often up to 46.1 µM), without a hit: at the highest dose activity change, negative = cytotoxic, hits mostly cytotoxic | 400,000 compounds, 1.4% hits | AID 1347075, 2019; further: potency means the concentration at half of the fitted maximal effect; on the % scale 0 is the no-effect control and ±100 the full control effect; nearly all actives have a fitted effect of over 60% in size
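Cytotoxicity measured as CellTiter-Glo luminescence after 72 h at 37 C. Compound titrations were pinned onto drug-naive KB-3-1 parental adenocarcinoma cells grown in DMEM with 10% FBS, and normalized data fitted to concentration-response curves.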
HT1080 IDH1KD tx = qHTS for induction of synthetic lethality in tumor cells producing 2HG: qHTS for the HT-1080-IDH1KD cell line; HT-1080 IDH1 knockdown viability, ATP luminescence, 48 h; Potency, µM (titrated, usually from 46.1 µM), for inactives: at the highest dose activity, negative = toxicity, hits mostly cytotoxic; 360,000 compounds, 2% hits;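 further: potency means the concentration at half of the fitted maximal effect; 0% = DMSO wells and -100% = cell-free medium wells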
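HT-1080-IDH1KD cells (IDH1 knocked down), 750/well in RPMI with 5% FBS, treated with compound 48 h at 37 degrees C. Viability by CellTiter-Glo luminescence, normalised to DMSO and no-cell wells; concentration-response curves classed.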
WRN helicase inh = qHTS for Inhibitors of WRN Helicase; Potency, µM (series often up to 114 µM), without a hit: at the top dose activity change, negative = inhibition, most hits filed as inhibitors; Bifunctional 3'-5' exonuclease/ATP-dependent helicase WRN (Homo sapiens), Q14191; WRN helicase unwinding, fluorescent forked duplex, kinetic; 360,000 compounds, 0.46% hits; further: potency means the concentration at half of the fitted maximal effect; on the % scale 0 is the no-effect control and ±100 the full control effect; nearly all actives have a fitted effect of over 55% in size
Target sequence (Q14191 whole entry, looked up): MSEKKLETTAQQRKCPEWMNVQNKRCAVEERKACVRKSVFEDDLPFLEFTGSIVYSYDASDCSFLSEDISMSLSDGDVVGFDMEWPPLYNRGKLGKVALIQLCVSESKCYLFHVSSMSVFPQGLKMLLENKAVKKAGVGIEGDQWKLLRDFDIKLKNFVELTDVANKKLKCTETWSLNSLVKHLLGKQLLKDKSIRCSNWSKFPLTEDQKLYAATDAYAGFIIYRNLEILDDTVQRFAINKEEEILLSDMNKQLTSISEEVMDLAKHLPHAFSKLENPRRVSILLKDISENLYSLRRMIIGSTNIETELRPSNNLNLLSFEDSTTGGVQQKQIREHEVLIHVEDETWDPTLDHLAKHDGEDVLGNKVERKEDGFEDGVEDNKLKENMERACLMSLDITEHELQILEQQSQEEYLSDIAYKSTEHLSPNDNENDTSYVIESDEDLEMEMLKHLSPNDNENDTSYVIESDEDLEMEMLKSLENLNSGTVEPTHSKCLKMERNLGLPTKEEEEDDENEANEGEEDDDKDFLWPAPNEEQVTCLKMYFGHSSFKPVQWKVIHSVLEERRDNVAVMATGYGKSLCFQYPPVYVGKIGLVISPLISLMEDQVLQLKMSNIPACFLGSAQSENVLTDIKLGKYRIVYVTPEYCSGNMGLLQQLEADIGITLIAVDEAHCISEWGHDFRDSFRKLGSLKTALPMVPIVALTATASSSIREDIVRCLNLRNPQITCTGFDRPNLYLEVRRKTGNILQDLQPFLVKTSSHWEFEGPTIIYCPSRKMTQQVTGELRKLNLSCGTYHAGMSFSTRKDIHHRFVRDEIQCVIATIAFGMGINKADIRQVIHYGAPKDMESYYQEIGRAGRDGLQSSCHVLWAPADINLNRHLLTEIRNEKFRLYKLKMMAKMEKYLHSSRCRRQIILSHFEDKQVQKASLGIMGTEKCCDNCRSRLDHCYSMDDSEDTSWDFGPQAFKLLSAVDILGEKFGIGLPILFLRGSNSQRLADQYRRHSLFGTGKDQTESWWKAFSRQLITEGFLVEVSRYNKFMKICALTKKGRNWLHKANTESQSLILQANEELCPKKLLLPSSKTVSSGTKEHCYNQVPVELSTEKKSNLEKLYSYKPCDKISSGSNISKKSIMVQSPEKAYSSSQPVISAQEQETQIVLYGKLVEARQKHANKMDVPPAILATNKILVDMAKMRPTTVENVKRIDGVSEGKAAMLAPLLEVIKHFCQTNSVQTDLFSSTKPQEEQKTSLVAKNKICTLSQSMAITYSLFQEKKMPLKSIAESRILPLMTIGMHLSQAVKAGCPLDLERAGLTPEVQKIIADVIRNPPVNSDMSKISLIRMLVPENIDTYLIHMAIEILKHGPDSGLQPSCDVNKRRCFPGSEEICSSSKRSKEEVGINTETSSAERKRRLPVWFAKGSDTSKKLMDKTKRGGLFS
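Kinetic fluorescence helicase assay: unwinding of a quenched forked DNA duplex (100 nM final) with 2 mM ATP final raises red fluorescence (525/598 nm). Compounds sat 15 min at room temperature with 20 nM WRN beforehand.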
An asterisk follows results filed as active; u = inconclusive; x = no result given; & = joins results of further samples; [ ] = remark or other dose. Unless noted, the call rests on the fitted dose curve; in most records, active means well fitted curve in the direction sought with a large enough effect; inconclusive means small, poorly fitted or top-dose-only effect, or another doubt; inactive means no such curve, though single readings can be large; an effect the other way counts as inactive or inconclusive. Not a hit list; overall some 12% were active at least once.

SMILES	HT1080-NT tox	KB-V1 MDR tox	IL1B secr inh	MCF10A rereplic	SW480 rerep	ATXN2 expr inh	KB-3-1 tox	HT1080 IDH1KD tx	WRN helicase inh
CN(C)C(=O)N1CCNCC1	10%	u	0	8%	-4%	x	-1%	14%	2%
CN(C)c1ccc(C(=O)OCC(=O)NCCNC(=O)COC(=O)c2ccc(N(C)C)cc2)cc1	5%	x	8	-11%	-2%	6%	x	1%	-7%
CC1CCCC(NC(=O)C2COc3ccccc3O2)C1C (configuration not stated)	-2%	13µM*	-1	12%	-7%	6%	-10%	2%	7%
O=C(NCc1ccccc1)C(c1ccc(O)cc1)N(C(=O)Cn1nnc(-c2cccs2)n1)c1ccc2c(c1)OCCO2 (configuration not stated)	9%	8%	-13	1%	1%	4%	14%	0%	-11%
CCOC(=O)CNC(=O)CSc1ccc(-c2nc3ccccc3[nH]2)cn1	17%	0%	u	5%	-4%	-13%	0%	18%	-3%
CCOC(=O)C1(CCc2ccccc2)CCN(C(=O)C2CCCO2)CC1 (configuration not stated)	16%	-23%	-9	2%	1%	30%	26%	-3%	4%
COc1ccc(NS(=O)(=O)Cc2ccccc2Cl)cn1	0%	-27%	9	0%	-1%	-6%	0%	-4%	7%
CCOc1ccccc1NC(=O)CSc1nnc(-c2ccncc2)o1	13%	14%	11	-6%	-93%[inhibitor]	-2%	4%	14%	-19%
C/C(=N\NC(=O)c1ccccc1-n1cccc1)C1CC1	-3%	0%	61	2%	-5%	1%	-1%	-10%	-3%
O=C(NCC(c1ccco1)N1CCc2ccccc21)c1ccccc1Cl (configuration not stated)	1%	u	-6	4%	-7%	-4%	5%	1%	3%
Cc1ccc(CNC(=O)C2CCN(C(=O)c3cccc(Cl)c3)CC2)cc1	0%	x	-1	u	0%	-5%	x	-2%	-7%
CCC(C)/C(C)=N/NC(=O)C1COc2ccccc2O1 (configuration not stated)	3%	22%	-6	7%	4%	14%	23%	-1%	-2%
COc1cccc(CNC(=O)Cn2ncc3c(=O)oc4ccccc4c32)c1	-17%	-12%&3%	27	u	18%	2%&15%	2%&3%	7%	-30%
O=C(Nc1ccncc1)C1CCN(S(=O)(=O)c2cccs2)CC1	7%	-11%	20	3%	-10%	-19%	0%	4%	11%
Cc1c(C#N)c(O)[nH]c(=O)c1N=Nc1ccc(Cl)c(C(=O)O)c1	1%	-3%	-11	-5%	4%	-8%	7%	1%	1%
COc1ccc(N2CCN(S(=O)(=O)c3ccc(-n4cnnn4)c(C)c3)CC2)cc1	-3%	11%	17	-6%	-3%	3%	9%	-25%	u
CC(=O)Nc1cc2c3c(c1)CC(=O)N3CCC2	2%	u	23	6%	-6%	x	-1%	5%	0%
COc1cccc(NC(=O)C2CCCN(S(=O)(=O)c3cccc4nsnc34)C2)c1 (configuration not stated)	-8%	u	-8	-5%	-2%[9.22 µM]	-11%	0%	-3%	-2%
COc1ccc(C(=O)C[n+]2cccc(C)c2C)cc1[N+](=O)[O-]	22%	6%	12	-2%	0%	x	0%	14%	2%
CCOC(=O)N1CCN(C(=O)CSc2nc(=O)n3ccccc3n2)CC1	0%	1%	-3	5%	-16%	1%	1%	-3%	-5%
COc1ccc2nc(NCc3ccc(OC)c(OC)c3OC)sc2c1	-26%	-4%	-8	-17%	7%[1.84 µM]	1%[2.22 µM]	13%	-16%	-3%[57.1 µM]
Cc1ccccc1S(=O)(=O)N1C[C@H]2CON(C)[C@H]2C[C@H]1c1cccc(-c2ccc(C#N)cc2)c1	0%	11%	-11	-3%	4.1µM*	-6%	20%	-12%	-4%
N#CC1(NC(=O)COC(=O)c2nc(Cl)c(Cl)c(N)c2Cl)CCCCC1	14%	-3%	29	4%	1%	5%	9%	8%	-6%
O=C(CSc1ccc2c(c1)OCCO2)Nc1ccc2c(c1)OCO2	1%	-13%	-5	-2%	-9%	-3%	-6%	0%	-8%
CCC(=O)Nc1ccc(S(=O)(=O)Nc2ccccn2)cc1	1%	-2%	-6	0%	13%	-7%	28%	0%	-5%
CN(C)S(=O)(=O)c1cccc(-c2cn3ccccc3n2)c1	9%	4%	-6	-5%	-2%	7%	3%	8%	-2%
COc1cccc(C(=O)NNC(=O)C(=O)Nc2ccc(C)c(Cl)c2)c1	u	-3%	-9	0%	0%	-1%	6%	-24%	-5%
COc1ccc(-c2nc3ccccc3s2)cc1NC(C)=O	-5%	-26%&26%	34	4%	-12%	32%&67%[activator]	10%&1%	0%	3%
Cc1onc(-c2ccccc2)c1C(=O)Nc1ccc(-c2nnc3n2CCCCC3)cc1	4%	22%	-16	4%	0%	-8%	7%	2%	3%
COC(=O)c1sccc1NC(=O)CSc1ccccc1NS(=O)(=O)c1cc(Cl)ccc1Cl	u	u	12	u	3%	0%	u	u	-21%
Cc1ccc(S(=O)(=O)N[C@@H](Cc2ccccc2)C(=O)N2CCC(C(=O)N[C@@H](CC(C)C)C(=O)O)CC2)cc1	6%	20%	26	-5%	-2%	-5%	18%	21%	0%
COc1cccc(N/C(SC)=C(/C#N)C(=O)NCc2cccs2)c1	-4%	u	-24	1%	8%	-14%	1%	-10%	-5%
CCOC(=O)c1c(NC(=O)Cn2cnc3scc(-c4ccc(C)cc4)c3c2=O)sc(C)c1C	-2%	u	-12	-2%	-43%[inhibitor]	-4%	-2%	-17%	1%
Cc1ccccc1NS(=O)(=O)c1cc(C(=O)N2CCc3ccccc3C2)ccc1C	-14%	7.3µM*	-3	u	-1%	5%	-14%	-4%	-9%
CN(C)S(=O)(=O)c1ccc(Cl)c(C(=O)NCCNC(=O)c2cc(S(=O)(=O)N(C)C)ccc2Cl)c1	0%	-8%	12	-8%	3%	x	0%	3%	1%
CC(=O)Nc1ccc(-c2ccnc3c2CC(C)(C(=O)Nc2ccc(F)c(Cl)c2)O3)cc1 (configuration not stated)	u	u	-62*	x	x	u	-9%	u	-6%
CC1(C(=O)OCC(=O)Nc2nnc(-c3ccccc3)o2)CC1(Cl)Cl (configuration not stated)	-12%	u	47	10%	0%	4%	-5%	-13%	0%
O=C(OCn1ncc(Cl)c(Cl)c1=O)c1cccc(C(F)(F)F)c1	u	u	-101*	5.8µM*	5.8µM*	u	4.6µM*	21µM*	-28%
COc1ccc(-c2nc3n(n2)C(c2ccccc2)C2=C(CCCC2=O)N3)cc1OC (configuration not stated)	-14%	-10%	-15	1%	0%	25%	20%	-9%	-4%
CC1(C(=O)NS(=O)(=O)C2CC2)CCN(C(=O)CSc2ccccc2)C1 (configuration not stated)	1%	16%	13	x	x	4%	0%	16%	0%
Cc1oc2ccc(OC(=O)c3cccs3)cc2c1C(=O)OC(C)C	-1%	u	-25	9%	-301%[inhibitor]	16%	9%	10%	-12%
CCc1ccc(C(O)(C(C)C)C(CN2CCOCC2)c2ccccc2)cc1 (configuration not stated)	-3%	0%	0	u	u	0%	0%	0%	-3%
CSCC[C@H](NC(=O)c1ccc(Br)o1)c1nnc2ccccn12	1%	1%	6	-1%	0%	0%	1%	5%	2%
COc1ccc(/C=N/NC(=O)c2snnc2C)c(OC)c1OC	6%	-9%	21	7%	u	13%	3%	0%	-3%[57.1 µM]
O=C(COC(=O)COc1ccc(Cl)cc1)Nc1ccc2c(c1)OCCO2	8%	15%	14	-1%	-1%	-1%	24%	6%	7%
Cc1cc(C)c(NC(=O)c2cc(S(=O)(=O)N3CCOCC3)ccc2F)c(C)c1	0%	-17%	0	3%	-2%	-10%	-2%	-5%	-4%
COc1ccc(-c2csc3ncnc(N4CCN(c5cccc(OC)c5)CC4)c23)cc1	-12%	x	-6	3%	-1%	-7%	x	1%	-22%
c1ccc(-n2c(SCC3CCCCO3)nnc2-c2cnccn2)cc1 (configuration not stated)	3%	-18%	12	7%	-8%[9.22 µM]	9%	u	9%	2%
O=C1NCCN(Cc2ccc(F)cc2)C1CC(=O)N1CC=C(c2ccccc2)CC1 (configuration not stated)	-2%	-6%	29	-3%	u	0%	3%	11%	-7%
O=C(Nc1ccccc1OC(F)F)C1CCCN1C(=O)c1cccs1 (configuration not stated)	-1%	-2%	11	-4%	-1%	2%	15%	19%	6%
CCOC(=O)C1=C(C)N(c2ccccc2)C(=O)/C1=C\c1ccco1	-7%	6%	-59*	5%	5%	11%	3%	0%	-14%
CCOC(=O)c1cn(Cc2cccc(Cl)c2)nn1	6%	-21%	-3	-1%	-698%[inhibitor]	4%	1%	5%	-1%

Printed as active in SW480 rerep, of those listed so far:
mol,IL1B secr inh,SW480 rerep,WRN helicase inh
Cc1ccccc1S(=O)(=O)N1C[C@H]2CON(C)[C@H]2C[C@H]1c1cccc(-c2ccc(C#N)cc2)c1,-11,4.1µM*,-4%
O=C(OCn1ncc(Cl)c(Cl)c1=O)c1cccc(C(F)(F)F)c1,-101*,5.8µM*,-28%
